# High-throughput results: PubChem BioAssay, National Center for Advancing Translational Sciences (NCATS)
# DRD3 antagonist: qHTS of D3 Dopamine Receptor Antagonist: qHTS | max response, negative = inhibition, % | AID 652054, 2013 | D3R cells, DiscoveRx beta-arrestin luminescence, antagonist mode; hits give low values | hit rate 2.5% among 360,000 | D(3) dopamine receptor (Homo sapiens), P35462; in the data active = max response below about -50%; inconclusive = no clear call, values can overlap the other calls; note: % is set by controls: 0 for no effect and ±100 for the full control effect; mostly tested at two doses, the higher about 12 µM
# Target sequence (P35462 whole entry, looked up): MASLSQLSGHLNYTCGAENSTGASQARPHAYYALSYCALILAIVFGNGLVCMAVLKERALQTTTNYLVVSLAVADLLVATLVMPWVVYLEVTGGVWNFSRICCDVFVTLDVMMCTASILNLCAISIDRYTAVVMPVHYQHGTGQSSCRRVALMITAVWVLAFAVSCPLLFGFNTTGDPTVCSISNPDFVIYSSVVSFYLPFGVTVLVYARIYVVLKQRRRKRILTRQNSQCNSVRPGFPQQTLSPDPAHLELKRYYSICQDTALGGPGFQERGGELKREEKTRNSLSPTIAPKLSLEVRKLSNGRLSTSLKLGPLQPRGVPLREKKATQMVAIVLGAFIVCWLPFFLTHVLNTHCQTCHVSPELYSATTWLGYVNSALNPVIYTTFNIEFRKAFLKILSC
#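 Cells plated overnight at 1500 cells/well, then exposed to library compounds with dopamine controls for 90 minutes at 37 degrees C. DiscoveRx reagent added for 30–60 minutes at room temperature; luminescence read, quantitative HTS format.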
# GLP1R ag: qHTS of GLP-1 Receptor Agonists. Glucagon-like peptide 1 receptor (Homo sapiens), P43220. HEK293 GLP-1R CRE-luciferase, luminescence, 4-6 h; cells express a hypersensitive GLP-1R form. Potency, µM (series often up to 45.6 µM), for the others: top-dose activation, most hits filed as activators. hit rate 0.007% among 380,000; note: potency is the fitted concentration of half-maximal effect; % of control where 0% means no effect
# Abeta yeast res: qHTS for compounds that reverse cellular toxicity of Amyloid beta (A-beta) peptide in yeast: Primary Screen. yeast expressing A-beta42, growth rescue, OD600, 48 h; response scale: 0% DMSO, 100% iron-clioquinol control. Potency, µM (highest dose often 46.1 µM), for the others: top-dose growth rescue, usual class: activators. hit rate 0.063% among 410,000. AID 1347071, 2019; note: potency is the fitted concentration of half-maximal effect; nearly all actives have a fitted effect of over 55% in size
#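 Yeast A-beta toxicity model in growth medium with pinned compounds, 48 h at 30 C; growth read as absorbance at 600 nm. Normalized to FeCl3/clioquinol equimolar mix (positive) and DMSO (negative).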
# aSyn rescue: qHTS of alpha-syn Inhibitors | Yeast expressing alpha-synuclein, growth rescue, BacTiter-Glo, 24 h | Potency, µM (series often up to 46.1 µM), inactives show at the highest dose growth rescue (activation), usual class: activators | hit rate 0.14% among 370,000 | AID 652106, 2013; note: potency is the fitted concentration of half-maximal effect; % of control where 0% means no effect; nearly all actives have a fitted effect of over 65% in size
#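 Rescue of yeast growth: cells expressing toxic alpha-synuclein, induced in galactose at OD600 0.02, incubated with compound 24 h at 30 C. ATP luminescence quantified growth; inhibitors of toxicity appear as activators.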
# TDP-43 yeast inh: qHTS of TDP-43 Inhibitors. TDP-43 expressing yeast growth rescue, BacTiter-Glo, 24 h. hit rate 1.8% among 410,000. Potency, µM (series often up to 46.1 µM), for the others: top-dose growth rescue (activation), actives largely listed as activators. AID 652104, 2013; note: potency is the fitted concentration of half-maximal effect; % of control where 0% means no effect; nearly all actives have a fitted effect of over 50% in size
#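 Yeast cells expressing TDP-43 under galactose induction are exposed to compounds for 24 hr at 30 deg C. BacTiter-Glo luminescence measures growth, so protective compounds score as activators.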
# GLP-1R inv ag: qHTS of GLP-1 Receptor Inverse Agonists (Inhibition Mode); HEK293 GLP-1R CRE-luciferase, luminescence, 24 h; GLP-1R form is constitutively active; Potency, µM (doses to about 38.3 µM), without a hit: at the highest dose activity change, negative = inhibition, hits mostly inhibitors; hit rate 1.6% among 410,000; AID 624417, 2012; note: potency is the fitted concentration of half-maximal effect; % is set by controls: 0 for no effect and ±100 for the full control effect; nearly all actives have a fitted effect of over 55% in size
#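 Inverse agonism was detected as reduced cAMP-driven luciferase luminescence after 24 h compound treatment. The cells were HEK293 clones expressing constitutively active human GLP-1R with the reporter. Reporter-only and GPR119 cell lines served as counterscreen controls.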
# FUS yeast rescue: qHTS for Suppressors of FUS Proteinopathy: Primary screen using FUS-linked yeast assay; AID 1347120, 2019; S. cerevisiae FUS-expressing, growth rescue, OD600, 24 h; hit rate 0.24% among 390,000; Potency, µM (top dose mostly 76.6 µM), inactives show top-dose growth rescue (activation), hits mostly activators;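 note: potency is the fitted concentration of half-maximal effect; plate controls were DMSO vehicle for no effect and reference control for full effect; nearly all actives have a fitted effect of over 55% in size; some results filed as inactive show a strong effect at the top dose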
#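 Absorbance at 600 nm, taken 24hr after compound addition, measured rescue of FUS-yeast growth at 30C. Induction used 2% galactose with seeding at OD 0.005. Controls: CP55940 from 92uM final, DMSO only.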
# Akt phos inh: HTS Assay for Inhibitors of Akt Phophorylation: Primary Screen. hit rate 0.32% among 360,000. Neuro2A IGF-stimulated pAkt S473 HTRF, 20 min; hits give low values. AID 651550, 2012. activity change, % for hits at 50 µM; in the data active = activity change below about -80%; inconclusive = mostly about -51% to -80%; note: % is set by controls: 0 for no effect and ±100 for the full control effect
#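 Neuro2A cells in DMEM with 0.5% FBS, overnight at 37 deg C, given compound at single 50 µM final, then IGF (6 nM final) for 20 min at 37 deg C. Lysed; phospho-Akt Ser473 by HTRF after 24 h, 665/615 ratio.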
# PTHR1 agonist: qHTS for PTHR1 Agonists: Primary Screen; Parathyroid hormone/parathyroid hormone-related peptide receptor (Homo sapiens), Q03431; HEK293 GP2 PTHR1 cells, GloSensor cAMP luminescence, 1 h; Potency, µM (top dose mostly 115 µM), for inactives: at the top dose activation, actives largely listed as activators; hit rate 0.075% among 410,000; note: potency is the fitted concentration of half-maximal effect; nearly all actives have a fitted effect of over 55% in size; some results filed as inactive show a strong effect at the top dose; inactives centre near -15; many of its hits are not listed in these tables
# Target sequence (Q03431 whole entry, looked up): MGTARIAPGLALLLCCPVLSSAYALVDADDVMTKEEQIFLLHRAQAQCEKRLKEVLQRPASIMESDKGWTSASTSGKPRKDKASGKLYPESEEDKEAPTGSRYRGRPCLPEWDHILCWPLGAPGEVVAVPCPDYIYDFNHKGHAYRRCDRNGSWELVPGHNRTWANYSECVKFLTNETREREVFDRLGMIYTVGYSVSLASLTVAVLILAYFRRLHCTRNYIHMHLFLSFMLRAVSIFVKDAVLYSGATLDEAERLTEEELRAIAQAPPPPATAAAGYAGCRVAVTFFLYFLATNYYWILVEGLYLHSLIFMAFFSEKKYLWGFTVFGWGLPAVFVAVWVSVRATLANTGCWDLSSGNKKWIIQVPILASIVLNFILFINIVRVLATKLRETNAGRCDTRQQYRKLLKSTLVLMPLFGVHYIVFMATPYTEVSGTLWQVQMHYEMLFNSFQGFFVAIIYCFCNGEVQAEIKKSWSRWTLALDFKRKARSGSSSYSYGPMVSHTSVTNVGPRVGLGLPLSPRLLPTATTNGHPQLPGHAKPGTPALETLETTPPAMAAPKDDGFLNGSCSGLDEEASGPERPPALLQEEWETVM
#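 HEK-293-derived GP2 cells expressing PTHR1 and a GloSensor cAMP reporter, 3,000/well, plated overnight, given luciferin plus IBMX (each 0.5 mM as added) for 1 h at 37 °C, then compound for 1 h at 37 °C. Luminescence was read after 15 min at room temperature.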
# Starred values were filed as active, the others as inactive; i = inactive; ? = inconclusive; . = not tested or not shown; [ ] = another dose, or the depositor's remark. Unless noted, calls come from the whole dose curve; as a rule, active = well fitted curve in the direction sought with a large enough effect; inconclusive = small, poorly fitted or top-dose-only effect, or another doubt; inactive = no such curve, though single readings can be large; an effect the other way counts as inactive or inconclusive. An excerpt; the hit share may differ from the screen's.
SMILES,DRD3 antagonist,GLP1R ag,Abeta yeast res,aSyn rescue,TDP-43 yeast inh,GLP-1R inv ag,FUS yeast rescue,Akt phos inh,PTHR1 agonist
Cc1cccc(NC(=O)CCc2ccccc2)c1,9,0%,0%,16%,0%,0%[7.66 µM],-9%,i,-27%
CCOC(=O)c1ccc2c(c1)nc(-c1ccccn1)n2CC,1,16%,-9%,0%,9%,4%,-9%,i,-36%[inhibitor]
CCCCC(=O)NC(c1ccccc1Cl)c1c(O)ccc2ccccc12 (stereo unspecified),24,5%,-5%,-11%,-13%,?,5%,i,-36%
COc1ccccc1N1CCN(c2ccc3c(c2)S(=O)(=O)c2cccc(C(=O)NCc4ccc(F)cc4)c2C3=O)CC1,45,2%,-11%,4%,20%,1%,?,i,-9%
Cc1ccc(NS(=O)(=O)c2ccc3c(c2)CC(=O)N3)cc1Cl,.,.,-7%,.,6%,-2%,?,.,-5%
CNc1ncnc(Sc2ccc(Cl)cc2)c1[N+](=O)[O-],0,0%,-8%,-4%,-6%,20%,-21%,i,i
CCOc1ccccc1NC(=S)NCc1cccn1C,-12,10%,-8%,0%,-8%,7%,-5%,i,i
CCN(CCNC(=O)c1ccc(C#N)cc1)c1cccc(C)c1,-18,10%,-7%,-1%,10%,-31%,2%,i,-22%
COc1ccc(C2Nc3ccccc3C(=O)N2NS(=O)(=O)c2ccc(C)cc2)cc1OC (stereo unspecified),-3,11%,-13%,-4%,-10%,-11%,14%,i,-12%
Cc1c(Nc2ncnc3nc[nH]c23)c(=O)n(-c2ccccc2)n1C,-11,4%,-2%,0%,20%,-6%,-29%,i,-9%
CSc1cccc(NC(=O)C(=O)NCc2ccccc2)c1,4,5%,2%,2%,-10%,7%,-15%,i,-14%
Cc1cc(Cl)ccc1NC(=O)CCS(=O)(=O)c1ccc2c(c1)CC(C)N2C(=O)C1CC1 (stereo unspecified),.,.,-6%,.,4%,-2%,9%,.,-63%[inhibitor]
COc1ccc2cc(CN(CCO)C(=O)c3ccccc3F)c(=O)[nH]c2c1,12,7%,8%,0%,5%,1%,19%,i,i
CCCC(=O)Nc1ccccc1N1CCN(C(=O)C(C)C)CC1,49,1%,12%,4%,9%,0%,5%,i,i
FC(F)(F)c1nnc2sc(-c3ccccn3)nn12,13,3%,-3%,-2%,-1%,19%,9%,i,i
Cc1c[n+](CC(=O)c2ccccc2)cs1,-27,7%,-3%,-1%,-15%,0%,15%,i,7%
COc1cc(-c2nc3ccc(N4CCN(C)CC4)cc3[nH]2)cc(OC)c1OC,-3,14%,2%,4%,0%,4%,15%,i,i
COCCN1C[C@@H](CO)O[C@@H](n2cnc3c(N(C)C(C)C)ncnc32)C1,25,7%,-9%,-8%,15%,28%,-14%,i,-20%
CC(C)CC(NC(=O)c1ccc(Cl)cc1)C(=O)O (stereo unspecified),-30,4%,8%,10%,9%,-11%,-6%,i,i
Cc1ccc(S(=O)(=O)NC2CC(C)(C)N(O)C(C)(C)C2)cc1,16,-31%,2%,11%,-7%,18%,.,i,i
COc1ccc(CNC(=O)C2CCN(c3cc(C(=O)Nc4cccc(OC)c4)ccn3)CC2)cc1,-2,-2%,-4%,-3%,2%,?,?,i,-24%
OC[C@@H]1CN(Cc2ccc(Cl)cc2)C[C@H](n2cnc3c(Nc4ccccc4)ncnc32)O1,0,-1%,12%,?,3%,?,36%,i,-94%
O=C(CN(C(=O)Cn1nnc(-c2ccc(F)cc2)n1)c1cccc(F)c1)NC1CCCC1,5,14%,1%,-2%,-2%,?,6%,i,-22%
Cc1ccc(NS(=O)(=O)c2ccc3[nH]c(=O)ccc3c2)cc1N(C)C,.,24%,-6%,-8%,20%,2%,-7%,.,-15%
Cc1ccccc1C1CC(c2ccc(Br)cc2)Nc2nc(N)nn21 (stereo unspecified),14,-1%,7%,-2%,10%,?,?,i,i
COc1ccc(NC(=O)CSc2nnc(Cn3cnc4ccccc43)n2C)cc1,20,-11%,14%,-3%,0%,1%,1%,i,i
COC(=O)c1cc2c([nH]c1=O)CCCC2=O,?,1%,0%,-2%,-1%,9%,-8%,i,23%
CCOc1ccc(C(=O)c2cccs2)cc1,7,33%,-6%,-2%,10%,?,-24%,i,i
COc1ccc(CCNC(=O)C2CCN(S(=O)(=O)c3ccc(NC(C)=O)cc3)CC2)cc1OC,12,5%,14%,1%,8%,-3%,-16%,i,i
O=C(COC(=O)c1n[nH]c2ccccc12)Nc1ccccc1F,-1,2%,10%,0%,18%,6%,-12%,i,-29%
Cc1cccc(N(C(=O)c2nsc(Cl)c2Cl)C(C(=O)NC2CCCC2)c2ccc(O)cc2)c1 (stereo unspecified),15,6%,2%,7%,13%,?,20%,i,i
Cc1ccc(S(=O)(=O)N2CCCC2C(=O)NCCc2ccccc2)cc1 (stereo unspecified),4,2%,7%,5%,-25%[9.22 µM],?,12%,i,-1%
COc1ccc(C(=O)NCC2(c3ccccc3)CCOCC2)cc1[N+](=O)[O-],4,13%,3%,15%,17%,3%,.,i,-7%
CCOc1cc(/C=C2\NC(=S)N(C)C2=O)ccc1OCc1ccc(C(=O)O)cc1,-5,0%,-20%,0%,5%,14%,16%,i,-31%[inhibitor]
O=C(Nc1ccccc1C(=O)O)c1cc(S(=O)(=O)N2CCCCCC2)ccc1Cl,146,2%,4%,-7%,-4%,86%[activator],19%,i,i
Cc1cc(C)c(S(=O)(=O)NCc2ccc3c(c2)OCO3)cc1C,0,3%,5%,20%,?,?,7%,i,-3%
Cc1cc(C)nc(-n2nc(C)cc2NC(=O)c2ccc(S(=O)(=O)N3CCOCC3)cc2)n1,28,-6%,-8%,0%,17%,9%,-21%,i,i
Cc1ccc(C2CC(=O)N(Cc3ccccc3)c3c2c(C)nn3-c2nc(C)cc(C)n2)cc1 (stereo unspecified),.,.,9%,.,0%[9.22 µM],-3%,22%,.,-16%
NC(=S)Nc1cccc2cn[nH]c12,8,1%,-26%,2%,-12%,13%,-11%,i,i
O=C(Nc1nnc(C2CC2)s1)c1cncc(Br)c1,-8,-4%,-8%,-6%,-4%,2%,-22%,i,-21%
CN(C)CCOC1c2ccccc2CCc2ccc3ccccc3c21 (stereo unspecified),?,2%,28%,?,16µM*,5.6µM*,-4%,i,-12%
CSCc1ccc(C(=O)NCc2ccc(C)cc2)cc1,5,20%,8%,9%,25%,-16%,-9%,i,i
O=C(CNC(=O)Cc1ccccc1)NCC(=O)OCc1ccccc1,-27,-16%,0%,-1%,-16%,15%,-68%[inhibitor],i,15%[57.5 µM]
CCOC(=O)c1sc(NC(=O)c2cc3nc(-c4ccc(Br)cc4)cc(C(F)(F)F)n3n2)c(C(=O)OCC)c1C,.,.,8%,.,-1%,-7%,14%,.,-1%
COc1ccc(CCN2C(=O)CSCC2(C)C(=O)Nc2ccc3c(c2)OCCO3)cc1OC (stereo unspecified),10,.,2%,0%,-6%,4%,26%,i,-22%
Cc1ccc(CNC(=O)CN2C(=O)NC3(CCCC3)C2=O)cc1,-4,4%,2%,3%,-8%,8%,35%,i,-12%
CC(C)N(C(=S)Nc1cccc(C(F)(F)F)c1)C(C)c1ccccn1 (stereo unspecified),-8,-2%,-15%,-27%,-10%[9.22 µM],-11%,8%,i,i
COc1ccc(N2CCN(C(=O)CCNS(=O)(=O)c3cccs3)CC2)cc1,-4,-2%,-3%,-2%,-15%,5%,-11%,i,-6%[57.5 µM]

# An excerpt from above in order of their number in PTHR1 agonist, rising.
canonical_smiles | DRD3 antagonist | GLP1R ag | TDP-43 yeast inh | Akt phos inh | PTHR1 agonist
COc1ccc(CCN2C(=O)CSCC2(C)C(=O)Nc2ccc3c(c2)OCCO3)cc1OC (stereo unspecified) | 10 | . | -6% | i | -22%
O=C(Nc1nnc(C2CC2)s1)c1cncc(Br)c1 | -8 | -4% | -4% | i | -21%
Cc1ccc(C2CC(=O)N(Cc3ccccc3)c3c2c(C)nn3-c2nc(C)cc(C)n2)cc1 (stereo unspecified) | . | . | 0%[9.22 µM] | . | -16%
Cc1ccc(CNC(=O)CN2C(=O)NC3(CCCC3)C2=O)cc1 | -4 | 4% | -8% | i | -12%

# Continuation:
SMILES,DRD3 antagonist,GLP1R ag,Abeta yeast res,aSyn rescue,TDP-43 yeast inh,GLP-1R inv ag,FUS yeast rescue,Akt phos inh,PTHR1 agonist
CC(C)C(OC(=O)c1ccco1)C(=O)NCc1ccccc1 (stereo unspecified),9,-5%,-4%,2%,3%,0%,-23%,i,i
CCN(CC)Cc1c(C(=O)N/N=C/c2c(Cl)cccc2Cl)nnn1-c1nonc1N,13,0%,8%,0%,-1%,-16%,1%,i,-4%
Cc1ccc(N=Nc2c(=O)[nH]n3c(=O)cc(C)[nH]c23)cc1,-13,-13%,-10%,-5%,-11%,0%,23%,i,-15%[57.5 µM]
C=CCC[C@H](Cc1ccc(F)cc1)C(=O)OC[C@H](C)NC(=O)[C@H](CC=C)CC(=O)N(CCO)Cc1ccccc1,48,0%,25%,-1%,22%,-1%,?,i,-96%[inhibitor]
CCc1ccc(-c2[nH]c3c(c2-c2c(-n4cccc4)n(C)c(=O)[nH]c2=O)c(=O)[nH]c(=O)n3C)cc1,.,.,-16%,.,-5%,-7%,3%,.,-3%
